MEKK3 PB1 HTS: modulators of MEKK3-MEK5 PB1 binding, primary screen, biochemical, wildtype MEKK3, multiplex bead flow cytometry, Alexa488-MEK5; bead-based flow cytometry, Alexa488-MEK5 binding to MEKK3; actives lie on both sides; 0 = blocked by unlabeled MEK5, 100 = vehicle; 290,000 tested, 1.4% active; binding response (% of control), % at 10 µM; Mitogen-activated protein kinase kinase kinase 3 (Homo sapiens), Q99759; AID 1529, 2009;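 active = binding response more than 3 SD above or below the average of its plate-row segment, actives on both sides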;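 also: Alexa488 bead fluorescence after subtracting the streptavidin-only scavenger bead signal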
Target sequence (Q99759 whole entry, looked up): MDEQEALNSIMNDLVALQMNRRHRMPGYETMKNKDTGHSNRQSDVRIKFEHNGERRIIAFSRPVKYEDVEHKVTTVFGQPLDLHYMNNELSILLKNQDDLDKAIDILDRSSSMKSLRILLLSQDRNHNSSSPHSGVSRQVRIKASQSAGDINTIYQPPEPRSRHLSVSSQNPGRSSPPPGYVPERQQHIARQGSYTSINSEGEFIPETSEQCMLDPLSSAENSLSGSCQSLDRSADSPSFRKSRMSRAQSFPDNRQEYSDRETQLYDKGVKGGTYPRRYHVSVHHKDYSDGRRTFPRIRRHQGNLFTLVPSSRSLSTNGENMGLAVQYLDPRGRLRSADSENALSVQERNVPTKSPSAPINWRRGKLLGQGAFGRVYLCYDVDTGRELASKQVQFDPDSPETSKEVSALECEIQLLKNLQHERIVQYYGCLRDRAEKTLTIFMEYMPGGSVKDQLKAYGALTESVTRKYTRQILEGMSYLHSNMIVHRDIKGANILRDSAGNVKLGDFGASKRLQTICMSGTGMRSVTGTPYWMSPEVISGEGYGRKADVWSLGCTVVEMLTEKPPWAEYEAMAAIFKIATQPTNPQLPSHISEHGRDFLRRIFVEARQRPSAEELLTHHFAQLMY
MEKK2mut PB1 HTS: MEK5 binding signal on mutant MEKK2 PB1, primary screen, biochemical, multiplex bead flow cytometry, Alexa488-MEK5; Alexa488-MEK5 binding to MEKK2 mutant; percent response, % at 10 µM; 290,000 tested, 0.35% active; in the data active = percent response above about 24%, passing the limit was not always enough; also: inactives centre near 1; some results filed as inactive read as strong as hits; reference of the scale not given here
NALP1 yeast inh: NALP1 inflammasome inhibitors in reconstituted yeast, colorimetric, S. cerevisiae, triplicate retest. 280,000 tested, 0.61% active. S. cerevisiae NALP1/ASC/caspase-1 growth, X-gal OD620, 72 h. inhibition, % at 10 µM. AID 2071, 2009; in the data active = inhibition mostly above about 24%, no sharp cut-off; inactive = mostly below about 32%; also: some compounds called inactive have numbers as strong as hits
UBC9 SUMO inh: inhibitors of in vitro SUMOylation cascade, primary screen, biochemical, HTRF, uHTS. 290,000 tested, 0.36% active. AID 2006, 2009. inhibition, % at 35 µM. SUMO-conjugating enzyme UBC9 (Homo sapiens), P63279. HTRF SUMOylation assay, SAE1/SAE2 + UBC9; in the data active = inhibition above about 50%, passing the limit was not always enough; also: strong numbers were not always called active
Target sequence (P63279 whole entry, looked up): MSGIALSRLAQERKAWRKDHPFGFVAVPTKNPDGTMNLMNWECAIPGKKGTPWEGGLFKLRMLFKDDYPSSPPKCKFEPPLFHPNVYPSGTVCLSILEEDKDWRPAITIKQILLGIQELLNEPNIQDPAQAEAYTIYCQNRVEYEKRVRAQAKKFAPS
IDE inh: human IDE inhibitors in live cells, primary screen, fluorescence polarization, HEK cells, FAbetaB substrate | Insulin-degrading enzyme (Homo sapiens), P14735 | FAbetaB cleavage | inhibition, % at 5.59 µM | 320,000 tested, 0.41% active;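 active = percent inhibition above the average of all tested compounds plus 3 SD, set per screening campaign, cut at about 16% in these data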;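 also: IDE supplied by intact live HEK cells; FP after avidin binding of uncleaved biotin substrate so inhibition keeps polarization high; 0% = DMSO wells and 100% = 60 µM reference IDE inhibitor Ii1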
IDE cell activ: human IDE activators in live cells, primary screen, fluorescence polarization, HEK cells, FAbeta-B substrate; 340,000 tested, 0.073% active; FAbeta-B cleavage; 0% vehicle, 100% cell-free pure enzyme wells; Insulin-degrading enzyme (Homo sapiens), P14735; activation, % at 5.96 µM;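 active = activation above the mean of all tested compounds plus 3 SD, set per screening campaign, cut at about 17% in these data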
pCIP destab: p/CIP-EGFP fusion destabilizers, primary screen, fluorescence, F442A cells; 16 h; 290,000 tested, 0.01% active; Q05BA5; decrease of EGFP signal, % at 10 µM;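 active = EGFP signal decrease of at least 30% at 10 µM or well 3 SD below plate mean, unless failing retest; inactive = the rest, including hits failing retest or dose response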; also: some compounds called inactive have numbers as strong as hits; many of its hits are not listed in these tables
MEKK2wt PB1 HTS: modulators of MEK5 binding to wildtype MEKK2, primary screen, biochemical, multiplex bead flow cytometry, Alexa488-MEK5. Alexa488-MEK5 binding to MEKK2 WT; actives lie on both sides. binding response (% of control), % at 10 µM. 290,000 tested, 1.1% active. AID 1531, 2009; in the data active = binding response below about 67% or above about 130%
M18AAP inhibitor: PfM18AAP inhibitors, malaria aminopeptidase, primary screen, biochemical, QFRET, recombinant enzyme | M18 aspartyl aminopeptidase (Plasmodium falciparum 3D7) | H-Glu-NHMec fluorogenic cleavage | inhibition, % at 7.35 µM | 290,000 tested, 1.2% active | AID 1822, 2009;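 active = inhibition above the campaign mean inhibition over all tested compounds plus 3 SD, cut at about 28% in these data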;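 also: 0% = plate median of test compound wells and 100% = 2 mM ZnCl2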
An asterisk follows results filed as active; . = not tested or not shown; [ ] = another dose, or the depositor's remark. Only part of the results is shown (hit frequency here may not be typical).

MEKK3 PB1 HTS	MEKK2mut PB1 HTS	NALP1 yeast inh	UBC9 SUMO inh	IDE inh	IDE cell activ	pCIP destab	MEKK2wt PB1 HTS	M18AAP inhibitor	canonical_smiles
98	2	.	-3	1	5	-7	106	1	CCN1CCN(C(CNS(=O)(=O)c2cccs2)c2cccnc2)CC1 (stereo not given)
99	2	-7	11	0	1	-6	100	-4	O=C(Nc1cccc(F)c1)Nc1ccc(Cl)cn1
97	-2	6	4	-1	2	-13	100	4	CCN(CC)CCNC(=O)CS(=O)Cc1nc(-c2ccc(C)cc2)oc1C (stereo not given)
94	-5	-2	10	1	7	-6	95	4	Cc1cccc(-c2n[nH]c(S(C)(=O)=O)c2C#N)c1
97	0	2	-4	1	2	4	100	-6	COc1ccc2[nH]c(O)c(N=NC(=N)N)c2c1
109	-9	4	1	5	2	-10	106	9	Cc1nn(-c2ccccc2)c(N)c1-c1ccccc1
97	2	15	0	0	3	-10	101	1	Cc1cc(Br)c(NC(=O)Cn2c([N+](=O)[O-])cnc2C)cc1C
99	16	19	-14	2	4	-1	124	4	CCOC(=O)CSc1nnc(CSc2nc(N)c3c(C)c(C)sc3n2)n1-c1ccccc1
100	-2	20	17	-3	4	-2	100	-13	Cc1noc(C)c1S(=O)(=O)Nc1ccccc1Cl
103	7	1	12	6	-18	-9	104	-4	CCOC(=O)C1CCN(c2ncnc3c2oc2ccccc23)CC1
102	3	.	6	-1	3	-1	109	2	CC(C)n1c(O)c(N=Nc2ccc(Cl)c(C(=O)O)c2)c2ccccc21
109	4	.	3	.	1	0	101	.	Cc1ccc(SC[C@H](CC(C)C)N2CCN(C)CCC2=O)cc1
117	0	-18	4	2	-1	-1	111	3	NNC(=O)CNC(=O)CNS(=O)(=O)c1ccccc1
100	-3	15	25	-2	3	2	98	-14	COc1ccc(NC(=O)CSc2nnc(NC(C)=O)s2)c([N+](=O)[O-])c1
100	-5	47	12	-1	2	-3	95	19	Cc1ccc(NC(=O)CSC2=Nc3ccccc3C3CC=NN23)c(C)c1 (stereo not given)
99	1	0	-8	1	9	-4	101	3	CC1(C)NC(=O)N(CCCCSc2ccc(Cl)cc2)C1=O
91	-11	22	22	1	-4	-7	94	7	O=C(Nc1cccc(C(F)(F)F)c1)C(Sc1n[nH]c(=O)[nH]c1=O)c1ccccc1 (stereo not given)
100	2	6	18	-2	2	-2	90	3	Cc1cccc(Nc2ncnc3onc(-c4cccc(Cl)c4)c23)c1
99	-7	12	16	8	-4	-2	96	2	CCc1ccc(CNC(=O)CCCn2nc(C)n3ccnc3c2=O)cc1
101	0	7	29	-6	5	-12	95	-7	COC(=O)c1ccc2c(CCO)c[nH]c2c1
105	2	20	21	2	0	6	107	0	CCOc1ccc(CN2CCN(C3CCSCC3)CC2CCO)cc1 (stereo not given)
.	.	-18	46	1	-4	-16	.	8	O=C(O)CCN1C(=O)/C(=C/c2ccc(-c3nc4ccccc4s3)o2)SC1=S
47*[inhibitor]	.	-6	30	31*	.	-426	.	-1	CN(c1ccccc1)c1ccc(/C=c2\s/c(=C(/C#N)C(=O)C(C)(C)C)n(Cc3ccco3)c2=O)cc1
97	1	-47	-23	4	3	-14	106	0	CCCNS(=O)(=O)c1ccc(OCC(=O)NCCCOC)cc1
106	-1	-23	13	-7	-7	-6	101	27	CCn1ncc(NC(=S)Nc2ccc(OC)c(OC)c2)c1C(N)=O
.	.	4	21	-3	6	-1	.	-5	FC(F)(F)Oc1ccc(Nc2nc3ccccc3o2)cc1
87	-4	9	25	-2	4	-9	90	2	CCOc1cc2[nH]c(=S)n(CCCCC(=O)NCc3ccco3)c(=O)c2cc1OCC
94	-8	0	9	3	-6	9	82	-8	COc1cccc(OC)c1C(=O)Nc1ccc2c(c1)Cc1ccccc1-2
97	3	13	20	-4	7	-9	103	-1	CCOC(=O)CSc1nc(NCc2ccco2)c2ccccc2n1
103	2	-2	6	-3	3	-3	103	15	COCC(=O)N(C)c1nnc(-c2cnc(C)cn2)s1
103	-5	-5	-4	3	5	-2	96	-8	CC(=O)Nc1ccc(S(=O)(=O)CCC(=O)O)cc1
89	1	-43	28	3	7	-2	97	9	O=C(O)C1CCCCC1C(=O)Nc1cccc2ccccc12 (stereo not given)
99	1	0	3	3	2	0	98	-4	Cc1cc(Cl)c(S(=O)(=O)NCc2cccnc2)cc1OCC(N)=O
.	.	15	15	-2	-1	-5	.	-4	CN(C)c1ccnc2sc(C(=O)NCc3ccccc3)c(N)c12
104	8	1	2	0	-1	-20	112	2	CCN(CC)S(=O)(=O)c1cc(C(=O)Nc2ccccn2)ccc1C
103	-8	5	18	6	-1	6	104	6	Cc1ccc(OCCOCCN2CCN(C)CC2)c([N+](=O)[O-])c1
107	1	4	7	1	-3	3	93	-3	COc1ccc(OC)c(/C=C2\N=C(c3ccccc3)OC2=O)c1
73	-14	14	5	4	3	-10	66	-6	CCCCOc1ccc(/C=C/C(=O)OCC(=O)c2c(N)n(C)c(=O)n(C)c2=O)cc1OCC
95	-4	14	-11	.	-4	-13	91	12	CCCCC(C(=O)NC(C)(C)C)N(Cc1ccccc1Cl)C(=O)c1snc(C(N)=O)c1N (stereo not given)
100	-5	7	18	3	4	-6	99	9	COc1cccc(/C=C/C(=O)OCC(=O)Nc2cccc(S(=O)(=O)N3CCOCC3)c2)c1OC
111	3	23	5	0	2	-4	103	3	NNC(=O)c1sccc1OCc1ccc(Cl)cc1Cl
98	-4	7	1	.	2	-11	93	-4	COC(=O)N/N=C\c1ccc(OC/C=C/c2ccccc2)cc1
107	8	-8	15	-5	5	-15	106	1	O=C(CSCc1ccccc1)NC1CCSC1=O (stereo not given)
98	3	13	17	3	-5	2	104	-20	CC(c1ccccc1)n1cc(C(=O)NCCCn2ccnc2)nn1 (stereo not given)
100	-1	3	13	5	-3	6	97	4	Cc1ccc(CN2CCSc3ccc(C(=O)NCC4CCCO4)cc32)cc1 (stereo not given)
99	-9	10	7	7	-1	-10	98	-13	Cc1ccc(OCC(O)Cn2c(N)nc3c2c(=O)n(C)c(=O)n3C)cc1 (stereo not given)
92	-3	.	.	-1	-2	.	95	.	CCc1c(C2(O)CCCCC2)[nH]c2ccc(C(=O)OC)cc12
113	6	8	21	1	3	-10	111	-3	COc1ccc(-c2cc(N)n(S(=O)(=O)c3ccc(C)cc3)n2)c(OC)c1
102	1	4	10	4	4	4	105	-9	Cc1ccccc1CC1(CO)CCCN(C(=O)CCC(F)(F)F)C1 (stereo not given)
107	4	31	1	-4	6	-9	108	-5	O=C(/C=C/c1cccc(Cl)c1)NCc1ccncc1
99	4	11	16	1	8	-17	103	2	CCN(CC)CCn1c(O)c(N=O)c2ccccc21
105	0	.	29	-3	.	-14	95	-9	CCCc1nc2oc3ccccc3c(=O)c2c(=O)n1-c1ccc(C)cc1
94	-8	10	4	-1	10	-7	90	0	CCc1ccc(NC(=O)CSc2nc(CSc3ccc(C)cc3)cc(=O)[nH]2)cc1
103	1	26	-9	1	-2	5	101	1	CC(C)Cn1c(-c2cccnc2)nc2c1c(=O)[nH]c(=O)n2CC(C)C
106	16	16	2	3	7	-22	107	2	CC(=O)c1ccc(NC(=O)COC(=O)c2ccccc2Sc2ccccc2C#N)cc1
102	0	24	14	-3	7	-8	102	-8	O=[N+]([O-])c1cccc(CSC2=NCCN2S(=O)(=O)c2ccccc2)c1
103	1	6	10	2	5	-6	107	-3	O=S(=O)(NCCc1ccccn1)c1ccc(-c2ccccn2)s1
98	-1	16	13	5	3	-11	94	-10	COC(=O)C1C(c2ccccc2)C(C(=O)N2CCN(C)CC2)C1c1ccccc1 (stereo not given)
102	-1	6	24	7	-2	-20	99	13	COc1ccc2c(c1)c(CC(=O)NCc1cc([N+](=O)[O-])ccc1O)c(C)n2C(=O)c1ccc(Cl)cc1
131*	9	40	10	-3	-3	0	120	-3	COc1ccc(S(=O)(=O)N(c2onc(C)c2Cl)S(=O)(=O)c2ccc(OC)c(OC)c2)cc1OC

Retrieved by structure from the list above, 2 records:
MEKK3 PB1 HTS	MEKK2mut PB1 HTS	NALP1 yeast inh	UBC9 SUMO inh	IDE inh	IDE cell activ	pCIP destab	MEKK2wt PB1 HTS	M18AAP inhibitor	canonical_smiles
113	6	8	21	1	3	-10	111	-3	COc1ccc(-c2cc(N)n(S(=O)(=O)c3ccc(C)cc3)n2)c(OC)c1
105	0	.	29	-3	.	-14	95	-9	CCCc1nc2oc3ccccc3c(=O)c2c(=O)n1-c1ccc(C)cc1

(continued)
MEKK3 PB1 HTS	MEKK2mut PB1 HTS	NALP1 yeast inh	UBC9 SUMO inh	IDE inh	IDE cell activ	pCIP destab	MEKK2wt PB1 HTS	M18AAP inhibitor	canonical_smiles
106	1	31	-9	2	-5	-6	109	0	O=C(c1cccc(S(=O)(=O)N2CCCCC2)c1)N1CCc2ccccc21
106	4	14	-6	9	7	-2	113	-8	O=C(CS(=O)CC(=O)Nc1cccc2c1CCCC2)Nc1ccc(F)cc1 (stereo not given)
100	4	26	16	-4	0	-2	106	-13	COc1ccc(OC)c(NC(=O)Nc2ccc3c(c2)CCC3)c1
96	-5	13	-18	0	4	6	95	0	COCc1ccc(C(=O)N2CCCC(C(=O)c3cc(F)ccc3F)C2)s1 (stereo not given)
107	5	5	-41	3	3	-21	106	-6	Cc1cccc(C(=O)N/N=C/c2ccc(OCC(=O)N3CCCCC3)cc2)c1
112	1	24	2	0	-7	1	101	-4	CCOC(=O)c1ccc2[nH]cc(C(C)=O)c(=O)c2c1
103	0	15	5	2	7	-7	103	0	COc1cc(C=O)c(-c2c(C=O)cc(OC)c3c2OCO3)c2c1OCO2
97	0	15	11	2	-1	-6	97	6	COc1ccc(CN2CCN(C(=O)Cn3ncn4cccc4c3=O)CC2)c(OC)c1OC
90	-5	25	-1	7	.	-4	96	0	COC(=O)[C@@]1(Cc2ccc(F)cc2)[C@H]2c3cc(C(=O)N4CCCC4)n(CCc4c[nH]c5ccc(OC)cc45)c3C[C@H]2CN1C(=O)c1ccccc1
95	-1	.	-3	-2	-1	-5	101	1	Nc1nc(SCC(=O)N2CCCCC2)[nH]c(=O)c1NC(=O)c1cccs1
103	10	4	1	-5	2	-1	99	3	O=C(Cc1cccs1)N1CCN=C1SCc1ccccc1F
96	-4	0	5	-5	-2	-12	95	-5	O=C(Cc1ccccc1[N+](=O)[O-])OCN1C(=O)c2ccccc2C1=O
104	-1	18	4	.	3	11	101	5	COc1ccc(NC(=O)c2ccc(COc3ccccc3)o2)c(OC)c1
101	-2	7	6	3	0	21	98	-4	O=C(CN(c1ccc(F)cc1)S(=O)(=O)c1ccccc1)Nc1ccccc1C(=O)O
100	-5	16	-7	-2	-4	1	97	-4	Cc1ccc(N(CC(=O)NCC2CCCO2)C(=O)CCC(=O)Nc2nccs2)cc1C (stereo not given)
81	-2	33	-20	7	4	1	84	3	COC(=O)c1ccc(COC(=O)c2c(C)nn(Cc3ccccc3Cl)c2Cl)o1
82	0	.	-6	.	.	0	72	.	C#CCOCCOCCOCCNc1nc(OC)nc(N2CCN(C(=O)[C@H](CCCCN)n3cc(C(N)CO)nn3)CC2)n1 (stereo not given in full)
102	7	-25	2	2	-2	-5	101	-4	CN(CC(=O)N1CCc2ccccc21)S(=O)(=O)c1cccs1

Screens (PubChem BioAssay)
